Assay outcomes (PubChem)
MgcRacGAP_inhibition: MgcRacGAP GTPase-activating activity inhibitors, confirmation, biochemical, ADP Hunter fluorescence. MgcRacGAP-stimulated Rac1 GTP hydrolysis, ADP Hunter fluorescence; higher % means a stronger effect; GST-tagged Rac1 F28L mutant substrate. inhibition, % at 30 µM, or IC50 in µM where a hit was titrated. actives 0.6% (n = 340,000). AID 624330;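 active = first-screen hits whose inhibition reached a set limit at any dose in the follow-up dose series; inconclusive = inhibition above the set first-screen limit but never retested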;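 note: fluorescence reports GDP produced by GAP-driven GTP hydrolysis; strong numbers were not always called active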
Large_T_inhibition: TAg ATPase/helicase activity blockers – biochemical (AID 1903); SV40 large T antigen ATPase/helicase inhibition assay; higher % means a stronger effect; inhibition, % at 20 µM, or IC50 in µM where a hit was titrated; actives 0.39% (n = 310,000); in the data active = a potency from the dose series; inconclusive = inhibition mostly from about 32% at the one dose, without a potency; inactive = the rest, 99 in 100 with inhibition below about 32%; note: strong numbers were not always called active
TNAP_activators: human TNAP enzyme activators, primary screen, biochemical, luminescent, no phosphate acceptor, uHTS (AID 1001); purified TNAP, luminescent activation assay, no phosphate acceptor; higher activation fold means a stronger effect; activation fold at 20 µM, or EC50 in µM where a hit was titrated; actives 0.03% (n = 200,000); in the data active = activation fold from about 3, or a potency from the dose series; inactive = the rest, 99 in 100 with activation fold below about 1.6; note: many of its hits are not listed in these tables
PhoP_inhibition: inhibitors of PhoP regulon expression, primary screen, Salmonella Typhimurium, GFP reporter (AID 1863). S. Typhimurium PhoP-regulated promoter GFP reporter, 4 h; higher % means a stronger effect. actives 0.16% (n = 300,000). inhibition, % at 50 µM; hits with a dose series show IC50 in µM;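 active = inhibition over 29.93%, a cutoff 3 SD above the screen mean, later confirmed by dose response; inconclusive = inhibition over 29.93% but no dose response follow-up; inactive = inhibition at most 29.93% or unconfirmed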;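 note: 0% = low Mg2+ inducing control and 100% = high Mg2+ repressing control; strong numbers were not always called active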
UTI89_phage_lysis: protection from phage-mediated lysis, alamar blue read-out – E. coli UTI89, K1F phage, bacterial capsule biogenesis inhibitors (AID 488966) | E. coli UTI89 K1F phage lysis, alamar blue, 2 h; higher % means a stronger effect | one-dose inhibition, % at 100 µM; IC50 in µM for titrated hits | actives 0.02% (n = 340,000);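 active = phage lysis inhibition, versus mean bacterial control, above a set limit; inconclusive = no clear call, values can overlap the other calls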;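 note: capsule biogenesis inhibitors block K1F phage lysis so surviving cells raise fluorescence; higher fluorescence means more inhibition of phage lysis; actives were called in the ten point dose series up to 300 µM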
Myeloid_diff_2: myeloid differentiation induction; calls only at 10 µM; actives 1% (n = 360,000); ER-HoxA9 myeloid progenitors, lysozyme-GFP differentiation, flow cytometry;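 active = normalized GFP-positive differentiation at or above the plate's own cutoff, the solvent-only control mean plus 3 SD; inconclusive = no clear call, values can overlap the other calls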;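 note: cells exposed to compound for four days before flow analysis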
Myeloid_diff_2_GFP+_MAC1+_%: also measured in Myeloid_diff_2; calls as there; GFP+ MAC1+ double positive, %; measured here: differentiation confirmed by MAC1 staining
Numbers without * were called inactive; i = inactive; ? = inconclusive; / = not tested or not shown.

SMILES MgcRacGAP_inhibition Large_T_inhibition TNAP_activators PhoP_inhibition UTI89_phage_lysis Myeloid_diff_2 Myeloid_diff_2_GFP+_MAC1+_%
COc1cc(N)c(Cl)cc1C(=O)N[C@@H]1CCN(CCCOc2ccc(F)cc2)C[C@@H]1OC / -4% 1.1 5% / / /
COc1cc(C=O)ccc1O / / / / / i 1.1
CCCCCCCCCCCCCCC[C@@H](O)[C@@H](N)CO 1% / / / ? i 1.8
O=[N+]([O-])c1cncn1CCN1CCOCC1 -3% / / / -0.8% i 0.5

Copied from the listing, two compounds:
SMILES MgcRacGAP_inhibition Large_T_inhibition TNAP_activators PhoP_inhibition UTI89_phage_lysis Myeloid_diff_2 Myeloid_diff_2_GFP+_MAC1+_%
CCCCCCCCCCCCCCC[C@@H](O)[C@@H](N)CO 1% / / / ? i 1.8
O=[N+]([O-])c1cncn1CCN1CCOCC1 -3% / / / -0.8% i 0.5

Three structures out of the list, ordered by heavy-atom count, smallest number first.
SMILES MgcRacGAP_inhibition Large_T_inhibition TNAP_activators PhoP_inhibition UTI89_phage_lysis Myeloid_diff_2 Myeloid_diff_2_GFP+_MAC1+_%
COc1cc(C=O)ccc1O / / / / / i 1.1
O=[N+]([O-])c1cncn1CCN1CCOCC1 -3% / / / -0.8% i 0.5
CCCCCCCCCCCCCCC[C@@H](O)[C@@H](N)CO 1% / / / ? i 1.8

Of the compounds above, 2 have an aryl methoxy group:
SMILES MgcRacGAP_inhibition Large_T_inhibition TNAP_activators PhoP_inhibition UTI89_phage_lysis Myeloid_diff_2 Myeloid_diff_2_GFP+_MAC1+_%
COc1cc(N)c(Cl)cc1C(=O)N[C@@H]1CCN(CCCOc2ccc(F)cc2)C[C@@H]1OC / -4% 1.1 5% / / /
COc1cc(C=O)ccc1O / / / / / i 1.1

A portion of the library; count on the stated rates, not on these rows.
